SDO1 yeast rescue: sdo1-depleted yeast growth rescue; z-score at 10 µM; AID 817; S. cerevisiae sdo1-depleted JHY4D growth rescue, OD600 30 h; active compounds read high; pdr5 snq2 efflux-pump mutant strain; actives 0.21% (n = 140,000);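 active means z-score above 3 at both the 24 hr and the 30 hr optical density reads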;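 further: z-score against mean and SD of all compound wells on the same plate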
Insulin prom inh: TRM-6 insulin promoter activity inhibition; TRM-6 cells (human fetal islet line), insulin promoter-eGFP reporter, imaging; reporter expression induced with tamoxifen; actives 0.9% (n = 130,000); inhibition, % at 2 µM;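 active means inhibition above the mean plus 3 SD, with well images judged a real hit on visual review, cut at about 60% in these data, passing the limit was not always enough; inconclusive means inhibition over the cutoff but images rejected on review; inactive means inhibition not above the cutoff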
SDO1 yeast rescue Rescue 24 h: also measured in SDO1 yeast rescue; calls as there; z-score; S. cerevisiae sdo1-depleted JHY4D growth rescue, OD600; measured here: growth rescue at 24 h;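 0 is the plate mean of compound wells and units are plate SD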
An asterisk follows results filed as active; u = inconclusive; x = no result given; & = joins results of further samples. An unsorted share of the library (roughly 0.94% active in at least one column).

A first look:
SDO1 yeast rescue,SDO1 yeast rescue Rescue 24 h,smiles,Insulin prom inh
-0.28,-0.16,C=CCN1C(=O)C2(c3ccccc31)C1CCCC=C1C(C#N)=C(N)C2(C#N)C#N (stereo not given),33
0.99,0.73,Cc1ccc(S(=O)(=O)Nc2cc(NC(=O)CN3CCOCC3)ccc2Cl)cc1,-110
0.19,-0.75,COc1ccc([N+](=O)[O-])cc1N(CC(O)CN(C)C)S(=O)(=O)c1ccccc1 (stereo not given),19
0.24,0.13,O=C(OCC(=O)c1cccs1)c1cccc(C(=O)OCC(=O)c2cccs2)n1,x
0.3,0.35,O=C(CCN1C(=O)COc2ccccc21)NCCC1=CCCCC1,x

Results, repeating the preview:
SDO1 yeast rescue,SDO1 yeast rescue Rescue 24 h,smiles,Insulin prom inh
-0.28,-0.16,C=CCN1C(=O)C2(c3ccccc31)C1CCCC=C1C(C#N)=C(N)C2(C#N)C#N (stereo not given),33
0.99,0.73,Cc1ccc(S(=O)(=O)Nc2cc(NC(=O)CN3CCOCC3)ccc2Cl)cc1,-110
0.19,-0.75,COc1ccc([N+](=O)[O-])cc1N(CC(O)CN(C)C)S(=O)(=O)c1ccccc1 (stereo not given),19
0.24,0.13,O=C(OCC(=O)c1cccs1)c1cccc(C(=O)OCC(=O)c2cccs2)n1,x
0.3,0.35,O=C(CCN1C(=O)COc2ccccc21)NCCC1=CCCCC1,x
-0.32,-0.1,CC(NC(=O)Cc1cccs1)c1ccc2c(c1)OCO2 (stereo not given),u
0.44,-0.15,COC(=O)CSC1=C(C#N)C(c2ccsc2)CC(=O)N1 (stereo not given),62
-0.01,0.46,CCSc1cc(N2CCCC2)nc(-c2cccc(C)c2)n1,38
-0.85,0.22,COC(=O)c1sccc1NC(=O)C1CC2CCC1C2 (stereo not given),19
x,x,CC1CCCN(C(=S)NC2CCCC2)C1 (stereo not given),-12
0.48,0.43,O=C1COc2ccc(-c3csc(NCC4CCCO4)n3)cc2N1 (stereo not given),x
-1.7,-1.2,O=C(COC(=O)c1ccccc1NC(=O)c1ccco1)NCc1ccc2c(c1)OCO2,-19
-1,-0.5,O=C(C1=C(c2ccccc2)C(=O)c2ccccc2C1=O)c1ccccc1,-3
0.8,0.78,Cc1ccc(S(=O)(=O)/C(C#N)=C/c2ccccc2OCc2ccccc2)cc1,x
0.24,0.01,N#CCC(=O)NCC1(c2ccccc2)CCCC1,45
0.65,-0.44,COc1ccccc1C(=O)N(Cc1ccco1)C1CCS(=O)(=O)C1 (stereo not given),x
x,x,Cc1ccc(Cn2c(=N)c(C#N)cc3c(=O)n4cccc(C)c4nc32)cc1,-70
-1,-0.97,Cc1nc(-c2ccccc2)sc1C(=O)/C=C/c1ccccc1,-23
0.23,0.02,CCC(C(=O)Nc1nccs1)c1ccccc1 (stereo not given),12
0.95,0.38,CCCCc1nnc(NC(=O)CSc2nc(=O)cc(N)n2-c2ccccc2)s1,22
-0.73,-1.1,OCCSc1nnc(Nc2ccccc2)s1,x
0.28,-0.44,CSCC[C@H](NC(=O)OC(C)(C)C)C(=O)N1CCC(C(=O)N[C@H](C(=O)O)C(C)C)CC1,-17
-0.6,-1.4,COc1cccc(C(=O)/C=C/Nc2cccc(O)c2)c1,-10
-1.1,-1,CC(C)(C)c1ccc(C(=O)NC(=S)NCc2cccnc2)cc1,-50
x,x,CC(=O)O/N=C/c1c(Cl)n(C)c2ccccc12,-12
x,x,Cc1ccc(C)c(S(=O)(=O)Nc2ccc(C(=O)NCCc3ccccn3)cc2)c1,50
-0.39,0.28,COc1ccccc1CNC(=O)/C=C/c1cc2c(cc1Br)OCO2,-26
-0.09,0.31,CCOC(=O)CSc1nc(N)c(C#N)c(-c2ccc(OC)cc2)c1C#N,x
0.42,0.47,COc1ccccc1OCc1csc(NC(=O)c2ccco2)n1,x
x,x,Cc1onc(CO)c1C(=O)Nc1nccs1,9
-0.41,0.79,CCCN1C(=O)C(Cc2nc3ccccc3c(=O)n2-c2ccccc2)c2ccccc21 (stereo not given),-52
0.46,-0.53,CCOC(=O)COn1c(=O)c(-c2ccco2)[n+]([O-])c2ccccc21,x
-0.54,-0.45,COc1ccc(CCNC(=O)Cc2cc(OCc3ccccc3)c(OC)cc2[N+](=O)[O-])cc1OC,x
-0.66,-0.33,COc1ccc(Oc2c(Cl)cnn(-c3ccc(Cl)c(Cl)c3)c2=O)cc1,10
0.07&0.45,-0.64&-0.33,COc1ccccc1C(=O)N/C(=C/c1ccc(Br)cc1)C(=O)NCC(=O)O,40
x,x,Cc1cccc(NC(=O)CCNC(=O)c2ccco2)c1C,-44
-0.06,-0.06,COc1ccccc1NC(=O)C1=C(C)Nc2nc(CCCO)nn2C1c1cccnc1 (stereo not given),43
0.22,-0.03,COc1cccc(NC(=O)COc2c(F)c(F)c(C(F)(F)F)c(F)c2F)c1,12
-1.1,-1.1,O=C(Cn1nnc(-c2ccc(CN3CCOCC3)cc2)n1)Nc1nc(-c2ccccc2)cs1,-50
-0.41,-0.52,C#CCOC(=O)CCC(=O)NCCc1ccccc1,7
0.25,2.2,Cc1cccc(C)c1NC(=O)CSc1nc(COc2ccccc2)nc2ccccc12,32
0.98,1.3,COC(=O)NCC(c1ccco1)N1CCN(c2ccc(F)cc2)CC1 (stereo not given),x
0.08,0.17,COc1cccc(OCCCCCN2CCOCC2)c1,-82
-0.47,-0.44,CCN1CCN(C(c2ccccn2)c2c(NC(=O)c3ccccc3)sc(C)c2C)CC1 (stereo not given),x
-0.1,-0.57,CCOC(=O)CC1=CSC2=NS(=O)(=O)CCN12,x
1.7,0.41,CC(C)CC(=O)N1CC(C)N(C(=O)CC(C)C)CC1C (stereo not given),13
-0.68,-1.1,Cc1cc(C)c2nc(NC(=O)c3cc(C)on3)sc2c1,-2
-0.04,-0.05,O=C(CNC(=O)c1ccco1)OCC(=O)c1ccc2c(c1)CCCC2,x
-0.59,-0.01,O=S(=O)(Cc1ccccc1)/C1=C(\N2CCOCC2)CCCCCC1,x
-0.88,-1,COC(=O)c1[nH]c2cccc(OC)c2c1NC(=O)CCN1CCC(C(N)=O)CC1,54
-0.01,-0.01,CC12CCC(C(=O)NCc3ccc4c(c3)OCO4)(C(=O)C1=O)C2(C)C (stereo not given),21
0.01,-0.46,O=C(Nc1c(F)cc(F)cc1Br)c1ccco1,22
x,x,COc1ccc(N(CC(=O)NCCC2=CCCCC2)S(=O)(=O)c2ccccc2)c(OC)c1,-78
0.06,-0.71,CCCCn1c(-c2ccccc2)nc2c(=O)n(C)c(=O)[nH]c21,33
-0.82,-0.32,Cc1ccc(NC(=O)CCCN2C(=O)/C(=C/C=C/c3ccccc3)SC2=S)cc1,20
-0.44,-0.01,O=S(=O)(c1ccc(Cl)cc1)N1CCN=C1SCc1ccc(Cl)c(Cl)c1,x
-0.06,-1,CCCn1c(N2CCN(C)CC2)nc2c1c(=O)[nH]c(=O)n2C,35
-1.9,-1.2,COC(=O)c1[nH]c2ccccc2c1NC(=O)CN1CCCc2ccccc21,-209
-0.72,-0.43,Oc1[nH]c2ccccc2c1N=NC(=S)NCCc1ccccc1,0
1,1.1,Nc1nnc(SCc2ccccc2F)n1-c1ccccc1,-11

Carrying on:
SDO1 yeast rescue,SDO1 yeast rescue Rescue 24 h,smiles,Insulin prom inh
1,1.1,CC(CC(=O)c1cccs1)CC(=O)c1cccs1,x
-0.95,-1.5,CN(c1cccc(NC(=O)CN2C(=O)c3ccccc3S2(=O)=O)c1)S(C)(=O)=O,-21
0.11,-0.68,O=C(CO/N=C1\CCCc2nonc21)Nc1ccc(Br)cc1,-48
-0.64,-0.55,CCOc1ccccc1N1CCN(CC(O)COc2ccc3c(C)cc(=O)oc3c2)CC1 (stereo not given),-61
-1.4,-1.4,N#Cc1c(NC(=S)NC(=O)C2CCCC2)sc2c1CCCCC2,x
-0.19,0.18,N/C(=N\OC(=O)Cc1cccs1)c1ccc([N+](=O)[O-])cc1,-35
-0.36,-0.89,Nc1nonc1C(=O)NCCNC(=O)c1ccccc1F,-100
1.5,1.6,Cc1ccc(CSC2=NCCN2C(=O)C2CC2)cc1,-24
-1.4,-0.93,O=C(c1cc(-c2cccnc2)nc2ccc(Br)cc12)N1CCN(c2ncccn2)CC1,x
0.1,-0.57,O=C(Oc1ccc2c(=O)c(Cl)coc2c1)c1ccncc1,82*
0.87,0.65,Cc1nn(C)c(C(=O)N/N=C/c2ccc(C(F)(F)F)cc2)c1[N+](=O)[O-],31
0.74,0.2,COc1ccccc1CNCC(=O)Nc1ccc(N2CCOCC2)cc1,-80
x,x,O=C1CSC(=Nc2ccccc2)N1Cc1ccccc1,0
x,x,COc1ccc(N2C(=O)CSC2c2ccccc2[N+](=O)[O-])cc1 (stereo not given),0
-2.3,-1.7,Cc1nn(Cc2ccc(Cl)cc2)c(C)c1NC(=O)c1cc(-c2ccco2)on1,-73
0.66,0.45,Cc1ccc2oc(=O)c3cnn(CC(=O)N4CCc5ccccc5C4)c3c2c1,x
1.5,3.8,COC(=O)/C=C1/N/C(=N\c2nc(C)cc(C)n2)N(c2ccc(C)c(C)c2)C1=O,26
x,x,Cc1ccc(C(=O)N2CCN(c3ncnc4c3cnn4-c3ccccc3)CC2)cc1,62
x,x,Cc1cc(C)nc(N2CCC(C(=O)Nc3ccc4c(c3)OCCO4)CC2)n1,-25
-0.68,-0.54,CC(C)OCCCNC(=O)c1cc(Sc2ccc(F)cc2)nc2ccccc12,-65
x,x,CCn1c(C)nc2cc(C(=O)NNC(=O)Nc3ccc(Cl)cc3)ccc21,65
0.58,0.34,C=C(C)CC(NCc1ccco1)c1ccc(OC)cc1 (stereo not given),17
x,x,Cc1[nH]nc2c1C(C(C)c1ccccc1)C(C#N)=C(N)O2 (stereo not given),31
-1.4,-0.61,O=C(Nc1ccccc1)Nc1cc(OCC(F)(F)F)cc(OCC(F)(F)F)c1,45
-0.52,-0.92,Cc1c(C(C)O)nnn1-c1nonc1N (stereo not given),14
0.05,-0.25,COc1cc(OC)c(OC)cc1CNC1CCCCCC1,48
x,x,O=C(Nc1ccccn1)c1sc2cccc(F)c2c1Cl,29
-0.45,-0.23,COC(=O)c1sccc1NC(=O)CSc1cc(Cl)ccc1Cl,-2
0.85,0.47,Cn1cccc1Cc1nnc(SCC(=O)NCCc2ccccc2)n1-c1ccc(F)cc1,x
-1,1,CCOC(=O)c1cnc(-n2cc(C)cn2)nc1Nc1ccccc1OC,14
0.11,0.37,COc1ccc(/C=N/Nc2ncnc3sc4c(c23)CCCC4)cc1O,-8
-0.44,-1.3,Cc1nnc(N(Cc2ccccc2)C(=O)c2cnccn2)s1,-26
-0.41,-0.65,CCOc1ccc2nc(NCCCO)[nH]c2c1,-36
0.07,-0.23,COc1ccc(C2C(C(=O)Nc3cc(C)on3)c3ccccc3C(=O)N2C)cc1OC (stereo not given),-50
x,x,Oc1ccc(C=NC2CCCCC2)c(O)c1,7
0.6,0.51,Cc1cc(C)n(-c2nnc(C)n2/N=C/c2ccco2)n1,52
x,x,O=C(COC(=O)c1cccs1)Nc1cccc(S(=O)(=O)NC2=NCCCCC2)c1,-28
1,0.79,CCCCNC(=O)C1CC(=O)N(c2ccc(OC)cc2)C1c1ccc(OC)cc1 (stereo not given),13
1.2,-1.1,COc1ccc(NC(=O)CCN2C(=O)C3CC=C(Cl)CC3C2=O)cc1 (stereo not given),-7
-0.04,-0.26,COc1ccccc1OCc1ccc(C(=O)N2CCN(C(=O)c3ccco3)CC2)cc1,24
2.6,3.1,O=C(NCCCN1CCOCC1)c1ccccc1NS(=O)(=O)c1cc([N+](=O)[O-])ccc1Cl,x
-0.15,-0.56,CC(C)C(NC(=O)C(c1ccccc1)c1ccccc1)c1nc2ccccc2[nH]1 (stereo not given),27

In the list so far, these have a cyano group.
SDO1 yeast rescue,SDO1 yeast rescue Rescue 24 h,smiles,Insulin prom inh
-0.28,-0.16,C=CCN1C(=O)C2(c3ccccc31)C1CCCC=C1C(C#N)=C(N)C2(C#N)C#N (stereo not given),33
0.44,-0.15,COC(=O)CSC1=C(C#N)C(c2ccsc2)CC(=O)N1 (stereo not given),62
0.8,0.78,Cc1ccc(S(=O)(=O)/C(C#N)=C/c2ccccc2OCc2ccccc2)cc1,x
0.24,0.01,N#CCC(=O)NCC1(c2ccccc2)CCCC1,45
x,x,Cc1ccc(Cn2c(=N)c(C#N)cc3c(=O)n4cccc(C)c4nc32)cc1,-70
-0.09,0.31,CCOC(=O)CSc1nc(N)c(C#N)c(-c2ccc(OC)cc2)c1C#N,x
-1.4,-1.4,N#Cc1c(NC(=S)NC(=O)C2CCCC2)sc2c1CCCCC2,x
x,x,Cc1[nH]nc2c1C(C(C)c1ccccc1)C(C#N)=C(N)O2 (stereo not given),31

Screening data (PubChem)
